High-throughput results as filed in PubChem.
uPA surface inh – qHTS for Inhibitors of Cell Surface uPA Generation; cell surface uPA generation assay, qHTS; Potency, µM (doses to about 38.3 µM), for inactives: top-dose activity change, negative = inhibition, actives largely listed as inhibitors; actives 0.31% (n = 330,000); AID 540303, 2011; active = well fitted inhibition curve with a large enough effect; inconclusive = small, poorly fitted or top-dose-only effect; inactive = no such curve, though single readings can be large or run the other way; tested in mouse RAW 264.7 cells; also: % is scaled to controls: 0 for no effect and ±100 for the full control effect; nearly all actives have a fitted effect of over 55% in size
BRCA1 expr act – qHTS Assay to Identify Small Molecule Activators of BRCA1 Expression | MCF7-BRCA1-FFLuc reporter, luminescence, 48 h; response scale: scaled: vehicle 0%, 10 µM genistein 100% | Potency, µM (series often up to 46.1 µM), for the others: at the highest dose activation, most hits filed as activators | actives 1.1% (n = 380,000) | AID 624202, 2012; also: nearly all actives have a fitted effect of over 80% in size; some results filed as inactive show a strong effect at the top dose
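Reporter cells (MCF7, BRCA1 promoter-firefly luciferase) received library compounds across a concentration series for 48 h. End-point luminescence was measured and concentration-effect curves derived after normalization.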
NPC1 prom act – qHTS Assay for NPC1 Promoter Activators; actives 2.4% (n = 320,000); Potency, µM (highest dose often 9.22 µM), for inactives: at the highest dose activation, hits mostly activators; AID 485313, 2010; Huh7 NPC1 promoter luciferase reporter, 24 h;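 also: % of control where 0% means no effect; nearly all actives have a fitted effect of over 60% in size; reporter is driven by a mutant NPC1 promoter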
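Luminescence read-out of NPC1 promoter-driven luciferase in stably transfected Huh7 cells; compounds delivered in DMSO and left 24 h at 37C, 5% CO2, qHTS titration format.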
FLuc counter – qHTS profiling assay for firefly luciferase inhibitor/activator using purifed enzyme and Km concentrations of substrates (counterscreen for miR-21 project) | Luciferin 4-monooxygenase (Photinus pyralis), P08659 | purified FLuc, Km substrates, luminescence inhibition | Potency, µM (series often up to 57.5 µM), without a hit: at the top dose activity change, negative = inhibition, hits mostly inhibitors | actives 6.9% (n = 360,000);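 also: plate controls were vehicle for no effect and reference inhibitor for full effect; nearly all actives have a fitted effect of over 55% in size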
Target sequence (P08659 whole entry, looked up): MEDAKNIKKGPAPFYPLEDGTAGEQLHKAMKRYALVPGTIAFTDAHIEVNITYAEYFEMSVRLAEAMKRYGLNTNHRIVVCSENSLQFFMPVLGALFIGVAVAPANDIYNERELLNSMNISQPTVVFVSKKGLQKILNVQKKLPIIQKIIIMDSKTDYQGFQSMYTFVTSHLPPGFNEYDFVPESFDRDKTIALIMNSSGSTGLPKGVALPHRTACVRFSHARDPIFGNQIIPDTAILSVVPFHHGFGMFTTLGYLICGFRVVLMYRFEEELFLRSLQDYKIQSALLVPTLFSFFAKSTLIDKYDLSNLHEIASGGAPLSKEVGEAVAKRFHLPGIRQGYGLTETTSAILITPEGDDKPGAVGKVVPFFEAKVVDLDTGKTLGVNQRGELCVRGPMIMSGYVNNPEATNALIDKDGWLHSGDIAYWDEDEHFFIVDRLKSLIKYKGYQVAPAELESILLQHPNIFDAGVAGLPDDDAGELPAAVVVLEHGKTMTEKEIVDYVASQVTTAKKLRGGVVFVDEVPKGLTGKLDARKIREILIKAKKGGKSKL
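Purified P. pyralis luciferase (10nM final) with 10uM D-luciferin and 10uM ATP (Km levels) in 50mM Tris acetate pH 7.5, 10mM Mg acetate, 0.01% Tween-20, 0.05% BSA; qHTS 6-point titration, ~60 µM downward; luminescence read.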
MBNL1-CUG inh – qHTS Assay for Inhibitors of MBNL1-poly(CUG) RNA binding | actives 0.036% (n = 280,000) | Potency, µM (top dose mostly 57.5 µM), inactives show top-dose activity change, negative = inhibition, usual class: inhibitors | Muscleblind-like protein 1 (Homo sapiens), Q9NR56 | TR-FRET MBNL1-His/biotin-(CUG)12 binding, 665/545 ratio; active = well fitted inhibition curve with a large enough effect in the signal ratio, with a control signal flat, not every such curve was filed as active; inconclusive = small, poorly fitted or top-dose-only effect, or effect the other way, or a change in a side signal; inactive = no such curve, though single readings can be large or run the other way; the % refers to the signal ratio; also: % is scaled to controls: 0 for no effect and ±100 for the full control effect
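TR-FRET readout: Ex 340 nm, 665/545 nm emission ratio, normalized to buffer-only (basal) and MBNL1-(CUG)12 controls. Complex of MBNL1-His with Biotin-(CUG)12, compounds 92 nM–58 uM, incubated 60 min at room temperature.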
Gal4-VP16 FLuc – VP16 counterscreen qHTS for inhibitors of ROR gamma transcriptional activity; Drosophila S2 Gal4-VP16 UAS-luciferase, luminescence, 20 h; AID 2546, 2010; actives 3.5% (n = 310,000); Potency, µM (highest dose often 53.6 µM), without a hit: at the highest dose activity, negative = inhibition, usual class: inhibitors;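 also: Gal4-VP16 expression switched on by copper sulfate through the metallothionein promoter; % is scaled to controls: 0 for no effect and ±100 for the full control effect; nearly all actives have a fitted effect of over 50% in size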
CXXC DNA block – qHTS Fluorescence Polarization Assay for Inhibitors of MLL CXXC domain - DNA interaction | Histone-lysine N-methyltransferase 2A (Homo sapiens), Q03164 | MLL-CXXC / FITC-HOXA9 DNA fluorescence polarization | Potency, µM (doses to about 115 µM), for the others: at the highest dose activity change, negative = inhibition, most hits filed as inhibitors | actives 0.037% (n = 290,000) | AID 2662, 2010; active = well fitted inhibition curve with a large enough effect in the polarisation, with a control signal flat, not every such curve was filed as active; inconclusive = small, poorly fitted or top-dose-only effect, or effect the other way, or a change in a side signal; inactive = no such curve, though single readings can be large or run the other way; the % refers to the polarisation
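Purified MLL-CXXC (added from a 7 uM solution) was preincubated 5 min at ambient with pinned compounds in 50 mM Tris-HCl pH 7.5, 50 mM NaCl, 1 mM DTT, 0.05% BSA. Fluorescein-labeled HOX-A9 DNA (50 nM solution) followed, 30 min, then polarization read.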
ELG1 genotoxic – qHTS screen for small molecules that induce genotoxicity in human embryonic kidney (HEK293T) cells expressing luciferase-tagged ELG1. HEK293T ELG1-luciferase reporter, luminescence, 16 h. Potency, µM (top dose mostly 46 µM), for the others: at the highest dose activity change, positive = activation, hits mostly activators. actives 1.3% (n = 330,000). AID 504466, 2011; also: % of control where 0% means no effect; nearly all actives have a fitted effect of over 60% in size
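After overnight (16 hr) compound treatment at 37 °C, ELG1-luciferase HEK293T cells were lysed with ONE-Glo; luminescence quantified 30 min later at room temperature.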
RORgamma inh – qHTS for inhibitors of ROR gamma transcriptional activity; Nuclear receptor ROR-gamma (Mus musculus), P51450; Drosophila S2 Gal4-RORgamma UAS-luciferase reporter, 20 h; Potency, µM (highest dose often 53.6 µM), without a hit: at the top dose activity change, negative = inhibition, most hits filed as inhibitors; actives 5.4% (n = 310,000); AID 2551, 2010; also: % is scaled to controls: 0 for no effect and ±100 for the full control effect; nearly all actives have a fitted effect of over 60% in size
Target sequence (P51450 whole entry, looked up, the tested form may be a part): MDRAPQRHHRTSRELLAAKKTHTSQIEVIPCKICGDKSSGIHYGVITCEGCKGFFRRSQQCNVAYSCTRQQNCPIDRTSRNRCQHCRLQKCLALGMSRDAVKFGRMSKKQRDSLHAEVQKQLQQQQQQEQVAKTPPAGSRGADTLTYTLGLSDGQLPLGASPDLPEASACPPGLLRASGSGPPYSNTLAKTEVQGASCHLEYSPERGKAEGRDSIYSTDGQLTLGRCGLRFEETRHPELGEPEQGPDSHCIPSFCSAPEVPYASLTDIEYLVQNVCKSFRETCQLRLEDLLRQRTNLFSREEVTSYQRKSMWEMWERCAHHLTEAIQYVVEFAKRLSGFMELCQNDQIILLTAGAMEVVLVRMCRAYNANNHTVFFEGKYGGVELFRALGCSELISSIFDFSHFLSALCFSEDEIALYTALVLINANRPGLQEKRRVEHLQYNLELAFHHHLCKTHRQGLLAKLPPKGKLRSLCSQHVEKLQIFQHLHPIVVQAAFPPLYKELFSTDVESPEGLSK
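Stable Schneider cell line, Gal4 DNA-binding domain fused to ROR gamma, UAS-luciferase. Cmpd 1 hr RT → CuSO4 700 uM final → 20 hr RT → luciferase reagent 10 min → luminescence.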
Rab9 prom act – qHTS Assay for Rab9 Promoter Activators; Huh7 Rab9 promoter-luciferase reporter, luminescence, 24 h; Potency, µM (series often up to 9.22 µM), for inactives: top-dose activation, negative = inhibition, actives largely listed as activators; actives 2.8% (n = 320,000); also: % of control where 0% means no effect; nearly all actives have a fitted effect of over 60% in size
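Using Huh7 cells stably transfected with Rab9 promoter–luciferase, compounds were incubated 24 h at 37 °C, 5% CO2; luciferase luminescence was read 10 min after reagent addition.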
p53 reactivation – qHTS assay for re-activators of p53 using a Luc reporter | H1299 p53-A138V BP100-luciferase reporter, luminescence, 24 h | Potency, µM (series often up to 92.2 µM), for inactives: at the highest dose activity change, positive = activation, most hits filed as activators | actives 0.063% (n = 320,000); also: % of control where 0% means no effect; nearly all actives have a fitted effect of over 45% in size
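H1299 (p53-null), stable ts p53-A138V + BP100-Luc; 1000 cells/well, Opti-MEM/10% FBS; cpd 4 pt, 1:5; 24 h, 37 deg C, 5% CO2; detection reagent 10 min RT; luminescence.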
* = called active by the depositor; ? = inconclusive; · = no result given; [ ] = another dose, or the depositor's remark. Unless noted, calls follow the shape of the dose curve; as a rule, active = well fitted curve in the direction sought with a large enough effect; inconclusive = small, poorly fitted or top-dose-only effect, or another doubt; inactive = no such curve, though single readings can be large; an effect the other way counts as inactive or inconclusive. Potency is read from the fitted curve at half-maximal effect. This is a subset; rates above refer to the full screens.

SMILES	uPA surface inh	BRCA1 expr act	NPC1 prom act	FLuc counter	MBNL1-CUG inh	Gal4-VP16 FLuc	CXXC DNA block	ELG1 genotoxic	RORgamma inh	Rab9 prom act	p53 reactivation
O=C(O)C(=O)/C(=C\c1cccc(Cl)c1)c1ccc2ccccc2n1	4%	-57%	4%	?	6%	-19%	15%	?	18%	0%	2%
CCCc1cc(=O)[nH]c(SCC(=O)c2cc(C)n(CCC)c2C)n1	8%	-15%	1%	5%	-9%	1%	-2%	-2%	-1%	-9%	15%
COc1ccccc1CNC(=O)Cc1c[nH]c2ccccc12	1%	42%	2%	?	2%	-5%	3%	2%	-4%	16%	-1%
CCOC(=O)C1(Cc2cccc(OC)c2)CCN(C/C=C/c2ccccc2)CC1	2%	0%	-3%	-1%	?	-13%	-2%	-13%	11%	-2%	1%
Cc1ccc(C2C(C(=O)O)c3ccccc3C(=O)N2C)c(C)c1 (stereo not drawn)	2%	-8%	-2%	2%	9%	-2%	1%	2%	-3%	-1%	0%
COc1ccc(NC(=O)CSc2nc(=O)n(CCN(C)C)c3c2CCCC3)cc1OC	1%	-9%	-2%	-1%	·	·	·	3%	·	-3%	0%
Cc1cc(C)c(S(C)(=O)=O)c(Sc2ccc(Cl)cc2)n1	-5%	0%	-1%	0%	2%	-6%	2%	0%	16%	0%	-3%
Cc1oc(C)c(C(=O)NCCCC(=O)O)c1C(=O)NCCCC(=O)O	0%	-34%	0%	0%	3%	3%	-1%	2%	0%	10%	-2%
O=C(CSc1ncnc2nc[nH]c12)Nc1nnc(SCc2ccc(Cl)c(Cl)c2)s1	2%	1%	-1%	-14%	-7%	-3%	0%	0%	-42%	-7%	-3%
Cn1c(N)c(C(=O)COC(=O)/C=C/c2ccc(S(=O)(=O)N3CCOCC3)cc2)c(=O)n(C)c1=O	1%	7%	7%	6%	8%	-5%	-15%	-3%	-35%	-5%	1%
N#C/C(=C(/O)c1cccs1)c1nc2ccccc2[nH]1	-5%	-6%	?	?	·	?	-12%	-5%	?	?	0%
CC(=O)Nc1nc(-c2ccc3c(c2)CCN3S(C)(=O)=O)cs1	-2%	?	?	21µM*	2%	-7%	3%	?	-18%	2.5µM*	-9%
C=CCN1C(=O)C2C(C(=O)NC3CCCCC3)C3C=CC2(O3)C1C(=O)NC1CCCC1 (stereo not drawn)	1%	-3%	2%	3%	-3%	0%	-5%	-2%	-6%	7%	-1%
CCOC(=O)c1c(C)[nH]c(C(=O)Nc2ccc(NC(C)=O)cc2)c1C	-19%	-16%	0%	-19%	-5%	-2%	-6%	0%	0%	0%	-2%
CCOC(=O)c1c(NC(=O)CCS(=O)(=O)c2ccccc2)sc2c1CCN(C(C)C)C2	?	-32%	2%	-2%	9%	3%	9%	-5%	4%	-5%	-28%
CN1CCN(S(=O)(=O)c2ccc(-c3noc(C4CCN(S(C)(=O)=O)CC4)n3)cc2)CC1	·	1%	2%	-1%	-12%	-12%	-2%	1%	1%	2%	-7%
Cc1cccc(C)c1OCC(O)CNC(C)(C)C (stereo not drawn)	-2%	6%	0%	5%	-6%	-2%	9%	0%	-12%	4%	-6%
Fc1ccccc1N1CCN(CC2CC3C=CC2C3)CC1 (stereo not drawn)	2%	6%	-3%	3%	7%	-2%	-3%	6%	1%	1%	3%
COc1ccc(OC)c(NC(=O)c2cnc(Nc3ccccc3OC)c3ccccc23)c1	-7%	-69%	-19%	-16%	60%[activator]	-13%	2%	-5%	-12%	-11%	-3%
COC(=O)Cc1ccc(NC(=S)Nc2ccccn2)cc1	-2%	37%	14%	21µM*	1%	?	1%	3%	5µM*	?	7%

Entries listed so far that bear a hit mark in RORgamma inh.
canonical_smiles	uPA surface inh	NPC1 prom act	CXXC DNA block	RORgamma inh	Rab9 prom act	p53 reactivation
COC(=O)Cc1ccc(NC(=S)Nc2ccccn2)cc1	-2%	14%	1%	5µM*	?	7%

Next records.
SMILES	uPA surface inh	BRCA1 expr act	NPC1 prom act	FLuc counter	MBNL1-CUG inh	Gal4-VP16 FLuc	CXXC DNA block	ELG1 genotoxic	RORgamma inh	Rab9 prom act	p53 reactivation
CC1CCN(C(=O)c2cc3nc(C4CC4)cc(C(F)(F)F)n3n2)CC1	3%	-23%	-9%	10%	-18%	?	-7%	-2%	16%	-6%	-3%
Cc1ccc(C(=O)COC(=O)CCN2C(=O)C3C4CC(C(Br)C4Br)C3C2=O)cc1 (stereo not drawn)	-1%	-2%	-3%	2%	3%	-3%	0%	-1%	8%	1%	-7%
COc1ccc(C)cc1C(=O)CCC(=O)NC1CCCCC1	2%	-19%	0%	-1%	-3%	4%	10%	1%	42%	0%	-3%
Cc1ccc(Cn2cc(/C=N/NC(=O)Cc3nnc(NC(=O)c4ccc(C)cc4)s3)c3ccccc32)cc1	-5%	-12%	-2%	4%	3%	26%	6%	20%	-2%	1%	3%
Cc1cc(C)n2nc(SCC(=O)Nc3ccccc3F)nc2n1	-2%	14%	-1%	4%	·	·	·	5%	·	-5%	4%
CCCc1nn(C)c(C(=O)Nc2ccc(C)c(C)c2)c1Cl	-7%	?	?	11µM*	-12%	?	-4%	?	-38%	3.2µM*	?
O=C(NN1CCCCC1)c1cccc(COc2ccc(Cl)cc2)c1	-1%	45%	?	4.8µM*	·	7%	0%	?	29%	3.5µM*	?
C=CCc1c(C)nc2cc(-c3ccc(C)cc3)[nH]n2c1=O	11µM*	?	1.6µM*	3µM*	0%	?	-4%	1.8µM*	?	?	·
OCCn1ccc(-c2ccccc2OCc2ccc(F)cc2)n1	-2%	-34%	2%	-11%	-4%	-7%	9%	-4%	9%	-2%	-4%
COC(=O)c1cc(NS(=O)(=O)c2ccc(N3CCCCC3)c([N+](=O)[O-])c2)cc(C(=O)OC)c1	0%	0%	-1%	3%	2%	-8%	-10%	1%	33%	-2%	9%
O=C(/C=C\N1CCOCC1)c1ccc(Br)cc1	-1%	96%	?	15µM*	12%	-5%	-2%	?	3%	?	·
O=C1OC(N2C(=O)CC[C@H]2C(=O)Nc2ccc3c(c2)OCO3)c2ccccc21 (stereo partly drawn)	-7%	4%	0%	-2%	-1%	-10%	-5%	5%	5%	-4%	·
CN(CC(=O)Nc1cccc(F)c1)C(=O)c1cc(-c2ccco2)nc2ccccc12	1%	4%	-5%	?	·	·	·	-24%	·	-5%	-2%
CC(=O)N1CCC(C(=O)OCc2ccccc2F)(c2ccccc2)CC1	-9%	-27%	24%	0%	1%	-3%	3%	3%	3%	?	11%
COc1ccc(F)cc1S(=O)(=O)NCC(c1ccc2c(c1)OCO2)N1CCN(C)CC1 (stereo not drawn)	-2%	-17%	1%	0%	·	·	·	2%	·	2%	0%
C#CCOCCOCCOCCNc1nc(N2CCN(C(=O)CCCCCCCCCCNC(=O)[C@H](CCCCN)n3cc(CCCC(=O)O)nn3)CC2)nc(N2CCN(C(=O)CCCCCCCCCCNC(=O)[C@H](CCCCN)n3cc(CCCC(=O)O)nn3)CC2)n1	17%	4%	2%	-3%	·	·	·	2%	·	-1%	1%
COc1ccc(NC(=O)c2ccsc2NC(C)=O)cc1	4%	-5%	-2%	-6%	-1%	20%	-3%	10%	10%	22%	2%
S=C(NCCSCc1ccc(Cl)cc1Cl)Nc1ccccc1	0%	-64%	-2%	-4%	2%	4µM*	-2%	2%	3.2µM*	2%	-6%
CN1CCN(S(=O)C23CC4CC(CC(C4)C2)C3)CC1 (stereo not drawn)	0%	-6%	-10%	0%	-9%	-10%	-5%	-1%	-10%	-1%	-3%
CC(=O)N1CCC(N(CCN2CCOCC2)C(=S)Nc2cccc(C)c2)CC1	-1%	-9%	-2%	2%	24%	?	1%	2%	4%	-1%	-5%
O=C(Cc1ncon1)Nc1ccc(F)c(F)c1F	3%	5%	1%	0%	·	2%	-4%	-4%	37%	-1%	0%
CN(CCO)C1=CC(=O)CC(C)(C)C1	4%	0%	-3%	0%	1%	1%	-12%	2%	-18%	1%	3%
